proKLK7 act: proKLK7 zymogen activators, primary screen, biochemical, fluorescence intensity; 0.9% of 370,000 active; purified proKLK7, EDANS-DABCYL substrate fluorescence; 100% is mature enzyme control, 0% vehicle; activation, % at 7 µM; Kallikrein-7 (Homo sapiens), P49862; AID 652039, 2013;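 active = activation above the mean of all tested compounds plus 3 SD, computed per campaign excluding outliers beyond control limits, cut at about 13% in these data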
Target sequence (P49862 whole entry, looked up): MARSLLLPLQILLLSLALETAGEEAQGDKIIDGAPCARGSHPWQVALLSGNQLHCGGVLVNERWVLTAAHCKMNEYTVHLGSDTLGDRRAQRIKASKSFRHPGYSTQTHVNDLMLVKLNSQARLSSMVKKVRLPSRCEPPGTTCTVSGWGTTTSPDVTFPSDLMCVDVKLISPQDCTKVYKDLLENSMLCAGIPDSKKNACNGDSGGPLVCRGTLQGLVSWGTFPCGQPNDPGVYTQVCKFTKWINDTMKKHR
ADAM17 inh: ADAM17 inhibitors, primary screen, biochemical, QFRET | AID 720648, 2013 | inhibition, % at 6.95 µM | recombinant ADAM17, EDANS/DABCYL FRET peptide cleavage | 0.83% of 370,000 active;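 active = inhibition above the mean of compounds lying between control limits plus 3 SD, set per campaign, cut at about 8.5% in these data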;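 also: 0% = DMSO-only wells as the low control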
Target sequence (P78536 215-824 limits assumed): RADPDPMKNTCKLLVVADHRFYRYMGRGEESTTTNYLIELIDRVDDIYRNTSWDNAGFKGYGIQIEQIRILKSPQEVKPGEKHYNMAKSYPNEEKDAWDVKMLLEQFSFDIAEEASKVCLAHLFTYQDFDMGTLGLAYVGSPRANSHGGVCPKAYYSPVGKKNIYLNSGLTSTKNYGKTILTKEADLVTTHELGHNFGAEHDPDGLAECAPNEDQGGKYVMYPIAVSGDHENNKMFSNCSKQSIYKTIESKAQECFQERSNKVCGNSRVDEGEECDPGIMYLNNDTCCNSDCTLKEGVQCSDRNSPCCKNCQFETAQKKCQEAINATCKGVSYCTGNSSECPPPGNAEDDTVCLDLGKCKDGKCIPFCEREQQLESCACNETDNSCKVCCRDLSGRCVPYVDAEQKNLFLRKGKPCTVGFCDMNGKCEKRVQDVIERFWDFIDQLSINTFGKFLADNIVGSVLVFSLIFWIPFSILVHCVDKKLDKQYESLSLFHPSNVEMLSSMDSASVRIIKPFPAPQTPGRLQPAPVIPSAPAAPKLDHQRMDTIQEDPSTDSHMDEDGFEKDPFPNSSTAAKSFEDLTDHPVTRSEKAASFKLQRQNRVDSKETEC
MBD2 DNA inh: inhibitors of MBD2 binding to methylated DNA, primary screen, biochemical, TR-FRET, DNA-binding domain, human | 0.31% of 370,000 active | MBD2 binding to methylated oligonucleotide | inhibition, % at 4.4 µM | AID 686964, 2013 | Methyl-CpG-binding domain protein 2 (Homo sapiens), Q9UBB5; in the data active = inhibition above about 13%
Tn7 DDE FP: inhibitors of Tn7 peptide binding to fibrin DD(E), primary screen, biochemical, fluorescence polarization, human fibrin, Tn7 probe | Fibrinogen beta chain (Homo sapiens), P02675 | FP displacement of FITC-Tn7 peptide from fibrin DD(E); 0% = median of compound wells per plate | inhibition, % at 8.3 µM | 0.13% of 370,000 active | AID 720508, 2013;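 active = inhibition above the mean of compounds falling within the control limits plus 3 SD of them, cut at about 14% in these data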;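 also: 0% = plate median of compound wells and 100% = 10 µM Aha-Tn7 peptide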
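Assay system: human fibrin DD(E) protein / Input: 2 µM fibrin DD(E) / Benchmarks: high control of 10 µM Aha-Tn7 peptide / Measured by: fluorescence polarization of the labelled Tn7 tracer / Medium: Tris buffer with calcium and detergent, pH 7.8 / Timing: 10 min compound pre-incubation, 3 h probe incubation at room temperature / Repeats: one replicate per compound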
PLC-beta3 inh: human PLC-beta3 inhibitors, primary screen, biochemical, fluorescence; 1-phosphatidylinositol 4,5-bisphosphate phosphodiesterase beta-3 (Homo sapiens), Q01970; Purified PLC-beta3, fluorogenic substrate; inhibition, % at 12.2 µM; 0.18% of 370,000 active; in the data active = inhibition above about 11%;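 also: 0% = median of compound wells on plate and 100% = full blocker control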
Tn6 DDE FP: inhibitors of Tn6 peptide binding to fibrin DD(E), primary screen, biochemical, fluorescence polarization, human fibrin, Tn6 probe; inhibition, % at 8.3 µM; Fibrin DD(E) TRITC-Tn6 fluorescence polarization displacement; Fibrinogen beta chain (Homo sapiens), P02675; 0.21% of 370,000 active;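 active = inhibition above a per-campaign cutoff: mean of compounds within control limits plus 3 SD, cut at about 15% in these data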;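 also: 0% = median of all compound wells on the plate and 100% = blocking peptide control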
ARFGAP1 inhibitor: inhibitors of rat ARFGAP1 GAP activity, primary screen, biochemical, fluorescence polarization, GDP tracer; Arfgap1-stimulated ARF1 GTP hydrolysis, GDP FP detection; inhibition, % at 16.5 µM; 0.26% of 360,000 active;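 active = inhibition above a per-plate limit, mean inhibition of low control wells plus 3 SD, cut at about 25% in these data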;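 also: 0% = DMSO wells with enzyme and 100% = wells lacking Arfgap1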
Target sequence (Q62848 1-136 limits assumed): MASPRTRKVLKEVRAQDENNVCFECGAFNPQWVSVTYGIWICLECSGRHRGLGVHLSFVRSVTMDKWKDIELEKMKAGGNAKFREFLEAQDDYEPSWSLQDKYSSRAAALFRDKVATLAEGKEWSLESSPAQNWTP
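Material: rat Arfgap1 catalytic domain, aa 1-136; also added: human ARF1(Δ1-17)-GTP substrate; compound dosing: one concentration, 16.5 µM, DMSO 1.26%; incubation: GTP hydrolysis reaction 2 h at 25 °C; measured by: Tracer-displacement fluorescence polarization with EDTA stop, 620/688 nm; evaluation: % inhibition from polarization; repeats: one replicate per compound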
ASAP1 inh: inhibitors of human ASAP1 ArfGAP activity, primary screen, biochemical, fluorescence polarization; Arf-GAP with SH3 domain, ANK repeat and PH domain-containing protein 1 (Homo sapiens), …; ASAP1-stimulated ARF1 GTP hydrolysis, GDP FP detection; inhibition, % at 16.5 µM; 0.19% of 360,000 active; AID 624377, 2012; in the data active = inhibition above about 25%;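 also: 0% = vehicle with enzyme and substrate and 100% = no enzyme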
PLCg1 inh: PLC-gamma1 enzyme inhibitors, primary screen, biochemical, fluorescence, purified enzyme | 1-phosphatidylinositol 4,5-bisphosphate phosphodiesterase gamma-1 (Homo sapiens), P19174 | fluorogenic substrate | inhibition, % at 12.2 µM | 0.84% of 370,000 active | AID 720700, 2013; in the data active = inhibition above about 9.5%
UHRF1 MBD2 ctr: UHRF1 methylated DNA binding inhibitors, primary screen, counter-screen for MBD2 inhibitor project, biochemical, TR-FRET, human UHRF1, single concentration. E3 ubiquitin-protein ligase UHRF1 (Homo sapiens), Q96T88. UHRF1 binding to methylated oligo. inhibition, % at 4.4 µM. 0.75% of 370,000 active. AID 687016, 2013; in the data active = inhibition above about 21%;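 also: UHRF1 SRA domain binding a hemimethylated CpG hairpin DNA probe; 0% = median of test compound wells and 100% = reference inhibitor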
The depositor's hits bear a star; i = inactive.

SMILES	proKLK7 act	ADAM17 inh	MBD2 DNA inh	Tn7 DDE FP	PLC-beta3 inh	Tn6 DDE FP	ARFGAP1 inhibitor	ASAP1 inh	PLCg1 inh	UHRF1 MBD2 ctr
CC(=O)c1ccc(NC(=O)CSc2nc(=O)n3cccc(C)c3n2)cc1	0.2	-3	-6	3	-4	2	1	-2	4	-3
CN1CCN(c2ncnc3c2ncn3[C@H]2CN(C)C[C@@H](CO)O2)CC1	0.0	-2	3	2	5	-3	-2	4	3	4
Cc1ccc(C(=O)NC23CC4CC(CC(C4)C2)C3)c(Cl)c1	0.6	-2	6	1	-5	-3	7	-3	1	3
Cc1cccc2cccnc12	0.6	0	-3	-6	2	-2	5	-12	-3	-1
Cc1cccc(NC(=O)CN2C(=O)N/C(=C/c3cc(C)n(-c4cccnc4)c3C)C2=O)c1	-0.7	-3	-8	-2	-18	-2	-2	2	-16	-6
CC(=O)Nc1ccc2nc(-c3cccnc3)[nH]c2c1	1.6	-16	-3	9	-39	7	-15	5	-30	-1
O=C(NCCN1CCCC1)c1ccc(Cl)cc1	0.2	-2	3	5	0	2	3	-7	-2	-2
CC(C)(C)c1ccc(N2C(=O)CC(C/C=C/c3ccccc3)C2=O)cc1 (stereo unspecified)	-0.5	-4	4	1	-7	0	12	16	0	0
COc1cccc(C(c2nnnn2Cc2ccco2)N2CCN(c3cccc(C)c3C)CC2)c1OC (stereo unspecified)	-1.0	8	-6	9	0	-11	-4	0	0	-2
CCOC(=O)c1cn2nc(Oc3ccc(C(=O)OC)cc3)ccc2n1	1.3	-43	-8	-1	-18	2	9	12	-13	-1
O=C(NC1CC1)c1cc2cc(Br)ccc2s1	0.3	0	4	3	-10	2	3	-4	0	0
CN(C)CCCN1C(=O)c2oc3ccccc3c(=O)c2C1c1cccs1 (stereo unspecified)	-0.4	-8	-4	-7	-60	-2	6	6	-42	-3
O=C1CC(c2ccccc2)=NN1c1nc(-c2ccccc2)cs1	-0.7	0	-1	-7	-17	-2	9	0	-12	-6
COC(=O)[C@@]12CCCN1[C@H](c1ccc(-c3cccc(Cl)c3)c(OC)c1)[C@H]1C(=O)N(C)C(=O)[C@H]12	-0.2	5	-2	-2	-5	-2	11	-7	0	-4
CC1(c2nnc(-c3cccc(Cl)c3)o2)CC(c2ccc(Br)cc2)=NO1 (stereo unspecified)	0.2	2	-2	-2	2	-2	1	10	2	2
O=C(O)c1ccc2c(c1)C(=O)/C(=C\c1ccco1)C2=O	1.1	-19	28*	-6	5	10	-3	-5	36*	88*
O=C(Nc1ccc(CN2CCCCC2)cc1)c1sc2ccccc2c1Cl	0.3	-3	-2	-3	-10	-3	6	-13	1	-2
c1coc(-c2ccc3nncn3c2)c1	-1.0	-12	39*	7	-49	-5	-3	-7	-38	76*
COc1ccc(OC)c(S(=O)(=O)N2CCCCC2C(=O)O)c1 (stereo unspecified)	0.7	-3	-5	1	2	1	9	-1	0	-3
Cc1cc(Cl)c(S(=O)(=O)N2CCN(c3ccccn3)CC2)cc1OCC(N)=O	-0.8	2	-2	-2	3	-3	3	5	4	3
CC1CCN(C(=O)c2nc[nH]c2C(=O)N2CCc3ccccc3C2)CC1	-0.6	1	4	-4	2	-4	11	-5	0	-1
Clc1ccc2c(NCc3ccccc3)ccnc2c1	-0.5	-11	-4	1	-19	-3	-2	-19	-15	-2
COc1cc(C2C(C#N)=C(N)N(c3ccc(F)cc3)C3=C2S(=O)(=O)CC3)ccc1O (stereo unspecified)	-4.4	-10	-5	-6	-146	2	-6	-3	-126	3
Nc1ccc(C(=O)N/N=C\C=C\c2cccc([N+](=O)[O-])c2)cc1	-0.3	6	2	2	16*	-8	10	-8	15*	-2
COc1ccc(NC(=O)CSCC(=O)N(C)Cc2ccc(Cl)c(Cl)c2)cc1	-0.1	4	1	-6	-5	-1	1	7	2	0
CC(C)CCNC(=O)C1CCCN(S(=O)(=O)c2ccc(F)cc2)C1 (stereo unspecified)	0.7	-1	-2	-2	3	-4	4	5	4	-4
Cc1ccc(CNC(=O)C2(C)Oc3ccccc3NC2=O)cc1 (stereo unspecified)	-0.3	-1	4	1	-2	4	0	2	-2	0
CN(C)c1ccc(/C=N/NC(=O)c2ccc(CN3CCOCC3)cc2)cc1Br	1.4	-1	4	14*	-112	-3	-4	-5	-106	-5
Nc1nc(SCC(=O)Nc2ccc(F)cc2)[nH]c(=O)c1NC(=O)c1ccc(F)c(F)c1	0.0	-4	3	2	-11	8	0	-9	-1	2
CCOC(=O)C1C(C)C(C(C)(C)C)N(S(=O)(=O)c2ccc(C)cc2)C1c1ccccc1 (stereo unspecified)	0.6	1	0	-1	4	2	-6	-11	1	-1
COc1ccc(C2CC(c3ccncc3)=NN2c2ccc(S(N)(=O)=O)cc2)cc1 (stereo unspecified)	91*	i	-3	4	i	-1	11	3	i	-2
Cc1nn(C)c(C)c1/C=C/C(=O)c1ccccc1	0.0	-15	-7	5	-2	4	7	3	-9	-7
CCOC(=O)C1(CCCc2ccccc2)CCN(C(=O)CSC)CC1	0.2	0	4	9	-2	8	-3	0	-4	0
OC(c1ccccc1)c1nc(-c2cncnc2)cs1 (stereo unspecified)	-0.2	-2	-1	0	2	-8	4	-1	5	1
Cc1nc(SCc2ccccc2)[nH]c(=O)c1CC(=O)OCC(C)C	0.1	1	0	0	-1	8	13	-1	-8	0
CN1C2CCC1/C(=C\c1ccc(F)cc1)C(=O)/C2=C/c1ccc(F)cc1	-0.2	-3	-5	-1	1	5	6	-5	-5	-2
Cn1c(N)c(C(=O)c2ccc(Oc3ccccc3)cc2)c(=O)n(C)c1=O	-0.5	-1	-3	3	0	-1	-3	11	0	-3
Cc1noc(C)c1CSc1nnc(-c2ccccc2)o1	-0.8	-1	2	2	-3	4	0	-6	2	-2
Cc1[nH]n(-c2ccccc2)c(=O)c1C(=O)c1cccc(F)c1	0.5	2	-3	2	1	5	3	1	2	5
Brc1csc(C=Nc2ccc3c(c2)OCCOCCOCCOCCO3)c1	-0.5	-8	-5	0	-13	4	2	-12	-11	0
Cc1ccc(C(=O)C2COC(=O)C2)cc1 (stereo unspecified)	-0.8	-2	2	-3	-2	1	7	9	-1	1
O=C(NC1CC1)C1CCN(C2CCN(C(=O)CSc3ccccc3)CC2)CC1	-0.4	-4	-1	-6	-8	1	15	5	0	0
CCCn1c(SC(C)C(=O)NCC2CCCO2)nc2sc(CC)cc2c1=O (stereo unspecified)	0.0	-6	-2	2	-6	-4	-5	4	1	-2
Cc1cnc2c(c1)C(=O)c1ccccc1-2	-0.1	-1	-4	1	-2	1	-7	-9	2	-5
O=C(CCc1nc2ccccc2s1)Nc1ccccc1	-0.1	2	-5	-3	5	3	11	17	3	-4

Only proKLK7 act, ADAM17 inh and ASAP1 inh, for some of the entries so far:
structure | proKLK7 act | ADAM17 inh | ASAP1 inh
Clc1ccc2c(NCc3ccccc3)ccnc2c1 | -0.5 | -11 | -19
COc1cc(C2C(C#N)=C(N)N(c3ccc(F)cc3)C3=C2S(=O)(=O)CC3)ccc1O (stereo unspecified) | -4.4 | -10 | -3
Nc1ccc(C(=O)N/N=C\C=C\c2cccc([N+](=O)[O-])c2)cc1 | -0.3 | 6 | -8
COc1ccc(NC(=O)CSCC(=O)N(C)Cc2ccc(Cl)c(Cl)c2)cc1 | -0.1 | 4 | 7

Other results follow.
SMILES	proKLK7 act	ADAM17 inh	MBD2 DNA inh	Tn7 DDE FP	PLC-beta3 inh	Tn6 DDE FP	ARFGAP1 inhibitor	ASAP1 inh	PLCg1 inh	UHRF1 MBD2 ctr
COc1ccc(-n2c(CSc3nc(C)cc(C)n3)nnc2SCC(=O)Nc2nccs2)cc1	0.1	-1	-3	-6	1	1	7	3	3	-1
COC(=O)c1nn(-c2ccc(-c3ccccc3)cc2)cc1O	-12	-30	-2	-6	-472	-7	17	0	-365	-1
O=C(O)c1ccc(/C=N/NC(=O)c2cc3ccccc3cc2O)cc1	0.5	1	3	-2	-28	1	-11	-15	-16	3
O=C(Nc1ccc(NC(=O)C2CC2)nc1)c1cccnc1	-0.1	2	-6	1	1	0	5	3	1	3
COc1cc2c3c(c1OC)C1(C=CC(=NO)C=C1)CC3N(C(C)=O)CC2 (stereo unspecified)	-0.3	-3	3	7	0	-1	-2	-3	1	2
CC(=O)c1cccc(NC(=O)CSc2nc(=O)n(CCCN3CCOCC3)c3c2CCC3)c1	0.1	-2	-6	-2	-1	1	5	6	-1	0
Cc1occc1C(=O)Nc1ccc2c(c1)OCCO2	-0.2	3	-2	-8	0	-7	11	-3	1	1
Cc1ccc(OCC(=O)N(c2ccccn2)C2CCCCC2)c(C)c1	0.4	-1	2	-3	1	-3	11	-12	1	4
Cc1c(C(=O)N2CCN(Cc3cccs3)CC2)oc2ccccc12	-0.3	-3	7	0	-4	0	8	-2	3	2
O=C(/C=C/c1ccc([N+](=O)[O-])cc1)NCCc1ccccc1	-0.7	-3	1	9	1	7	8	4	-1	0
Cc1cc(C)c(NC(=O)CN(c2ccccc2)S(=O)(=O)N(C)C)c(C)c1	-0.2	-2	-1	-3	-3	1	-5	-5	1	2
COc1cc(N/C(N)=N/c2nc(C)cc(C)n2)c(OC)cc1Cl	0.3	-1	2	-2	2	3	0	-2	-1	5
O=C(O)c1ccccc1-c1ccccc1C(=O)Nc1cccc(Br)c1	0.3	-4	6	0	-4	-14	8	-9	5	19
CCN(CC)c1ccc(NC(=O)COC(=O)CCC(=O)c2ccc(F)cc2)cc1	-0.4	3	-5	-1	-1	-10	10	-1	2	-3
COc1ccc(CCNC(=O)C2CCCN(S(C)(=O)=O)C2)cc1OC (stereo unspecified)	-0.2	-7	2	6	1	4	10	-9	-2	2
Cc1[nH]c2ccccc2c1C(c1ccccn1)c1c(C)[nH]c2ccccc12	1.4	-3	-5	2	-69	-4	5	5	-46	-6
Cc1cc(N2CCN(C)CC2)n2cc(-c3ccc(F)cc3)nc2n1	32*	-223	-6	0	-491	1	-10	-3	-378	0

Rows were taken by chance. About 4.1% of those tested had a hit in this group.
